Screening results as filed in PubChem.
Phagocytosis inh – macrophage phagocytosis inhibition; inhibition, % at 5 µM; J774A.1 macrophage IgG-bead phagocytosis, imaging; 110,000 compounds, 0.07% hits;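 active = inhibition above the mean of the plate negative controls plus 5 SD, cut at about 13% in these data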;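 note: phagocytic index as fraction of beads internalized from green versus red external bead signal; plate controls were DMSO negative control for no effect and cytochalasin-D positive control for full effect; some results beyond the cut were filed as inactive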
NPY Y2 blocker – antagonists of human neuropeptide Y receptor Y2. P49146. NPY-Y2 expressing cells, antagonist mode. inhibition, % at 2.7 µM. 140,000 compounds, 0.99% hits. AID 793; in the data active = inhibition above about 17%;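 note: 0% = vehicle with agonist challenge and 100% = reference antagonist with challenge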
Target sequence (P49146 whole entry, looked up): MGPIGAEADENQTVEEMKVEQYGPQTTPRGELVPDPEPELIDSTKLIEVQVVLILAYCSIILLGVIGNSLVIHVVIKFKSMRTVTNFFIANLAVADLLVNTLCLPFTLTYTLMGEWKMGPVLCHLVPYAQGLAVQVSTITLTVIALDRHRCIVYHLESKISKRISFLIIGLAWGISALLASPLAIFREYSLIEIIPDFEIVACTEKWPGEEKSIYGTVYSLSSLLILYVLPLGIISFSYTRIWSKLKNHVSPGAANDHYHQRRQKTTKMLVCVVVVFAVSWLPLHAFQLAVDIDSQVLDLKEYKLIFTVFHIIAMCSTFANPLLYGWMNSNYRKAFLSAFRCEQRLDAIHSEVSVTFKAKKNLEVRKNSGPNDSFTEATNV
GALR2 antag – blocks the human galanin receptor 2 | GALR2-expressing cells, antagonist mode | inhibition, % at 4 µM | 140,000 compounds, 0.39% hits; in the data active = inhibition above about 27%;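 note: cells stimulated with galanin 1-16 at roughly its EC80; 0% = agonist challenge control and 100% = basal control without agonist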
Target sequence (O43603 whole entry, looked up): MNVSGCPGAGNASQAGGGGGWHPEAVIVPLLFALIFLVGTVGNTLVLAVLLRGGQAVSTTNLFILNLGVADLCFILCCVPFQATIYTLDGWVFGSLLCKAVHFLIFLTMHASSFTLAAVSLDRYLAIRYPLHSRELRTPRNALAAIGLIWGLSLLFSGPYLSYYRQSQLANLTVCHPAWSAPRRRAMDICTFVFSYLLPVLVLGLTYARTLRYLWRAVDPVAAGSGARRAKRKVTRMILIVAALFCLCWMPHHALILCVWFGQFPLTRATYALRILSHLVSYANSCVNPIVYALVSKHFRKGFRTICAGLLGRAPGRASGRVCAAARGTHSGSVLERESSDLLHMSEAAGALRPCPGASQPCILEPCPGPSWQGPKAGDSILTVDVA
Yeast life ext – extends the lifespan of yeast. S. cerevisiae growth with nicotinamide, OD615; deaD strain in restrictive glucose medium. inhibition of the nicotinamide effect, % at 10 µM. 130,000 compounds, 0.68% hits. AID 775;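 active = inhibition above a set limit, placed 3 SD over the median of all compounds, cut at about 26% in these data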;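 note: 0% = nicotinamide-treated wells and 100% = cells grown without nicotinamide; some compounds called inactive have numbers as strong as hits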
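Test system: DeaD-strain S. cerevisiae / Buffer or medium: restrictive glucose medium / Also added: nicotinamide 1.5 mM / Doses: one concentration, 10 µM, DMSO 0.25% / Schedule: 48 h at 30 °C / Signal: OD615 measurement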
Measles CPE – protection of cells from measles virus. 140,000 compounds, 1.5% hits. protection (pct of control), % at 4 µM. Measles virus-infected cells, CPE protection, absorbance; in the data active = protection mostly above about 24%, no sharp cut-off; inactive = mostly below about 26%; note: some compounds called inactive have numbers as strong as hits
HCT116 bCat-KO – beta-catenin-lacking colon tumor cell growth suppression; HCT116 beta-catenin knockout viability, CellTiter-Glo, 60 h; hits give low values; viability, % at 10 µM; 140,000 compounds, 1.5% hits;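 active = viability at or under a set limit, the compound median less 4 SD, cut at about 6% in these data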;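 note: 0% = Hyamine 1622 control at 20 µM and 100% = untreated cell control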
BB579 growth dn – chemicals that inhibit yeast BB579 growth in restrictive medium (lifespan-shortening candidates). inhibition, % at 10 µM. S. cerevisiae BB579 growth, OD615, 48 h. 140,000 compounds, 0.51% hits. AID 804;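 active = inhibition above a set limit, 3 SD over the mean compound inhibition, cut at about 44% in these data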; note: inactives centre near -24
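Assay system: S. cerevisiae DeaD strain BB579 yeast. Medium: CSMM-D restrictive synthetic medium containing dextrose (glucose). Times: 4 h cell preincubation, 48 h compound exposure, 30 °C humidified. Signal: OD615 turbidity measurement. Benchmarks: positive control amphotericin B 10 µg/mL.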
MRP1 act – MRP-1 activation. viability increase, % at 10 µM. H69AR cells + doxorubicin, viability rescue, CellTiter-Glo. 140,000 compounds, 0.61% hits;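 active = viability gain under doxorubicin at or above a set limit, the compound median plus 3 SD, cut at about 4.7% in these data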;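 note: MRP-1 overexpressing cells given doxorubicin 25 µM after compound pretreatment; 18-22 h compound pretreatment then 72 h with doxorubicin before readout; 0% = doxorubicin-only wells and 100% = vehicle-treated cells without doxorubicin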
E-sel TNF inh – TNF alpha driven E-selectin expression inhibition. 120,000 compounds, 0.71% hits. inhibition, % at 2 µM. HUVEC TNFa-induced E-selectin immunofluorescence, high content;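 active = inhibition above the batch mean plus 3 SD, and confirmed as a hit on visual image review, cut at about 43% in these data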;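 note: 0% = TNF-stimulated DMSO wells and 100% = unstimulated control wells; not every result past the cut was called active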
HCT116 PTEN-null – growth suppressors of cells with PTEN tumor suppressor deletion | 140,000 compounds, 1.2% hits | HCT116 PTEN-null viability, CellTiter-Glo, 60 h; hits give low values | viability, % at 10 µM;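 active = viability at or below a set limit, 4 SD under the median of all tested compounds, cut at about 3.7% in these data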;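 note: PTEN knockout HCT116 line with beta catenin targeted HCT116 as companion control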
* hit, by the source's call; / = no result given; & = joins results of further samples.

structure	Phagocytosis inh	NPY Y2 blocker	GALR2 antag	Yeast life ext	Measles CPE	HCT116 bCat-KO	BB579 growth dn	MRP1 act	E-sel TNF inh	HCT116 PTEN-null
COc1ccc(C(=O)Oc2cccnc2)cc1OC	5	3	-7	-14	19	103	-27	1.0	3	117
Cc1cc(-c2[nH]nc3c2C(c2ccsc2)C(C#N)=C(N)O3)c(C)s1 (configuration not stated)	3	149*	0	27	7	86	-34	-1.5	24	90
CC(O)C(=O)N/N=C/c1cccc(Cl)c1Cl (configuration not stated)	1	0	4	39	4	103	-20	0.3	/	109
CCCCn1c(NS(=O)(=O)c2ccccc2)c(S(=O)(=O)c2ccc(C)cc2)c2nc3ccccc3nc21	-5	1	11	-6	13	82	-24	-3.9	9	81
Cc1ccc(S(=O)(=O)/C(C#N)=C/c2c(N3CCC(C(N)=O)CC3)nc3ccccn3c2=O)cc1	-1	2	3	-8	6	96	-22	-0.5	-12	100
CC1(C)CC(=O)C(C(=O)Cc2ccccc2[N+](=O)[O-])C(=O)C1	0	2	5	58*	11	98	-35	-0.5	/	102
O=C(N/N=C/c1ccccn1)c1ccccc1	4	2	8	0	2	60	-17	2.1	-15	61
COc1ccc(C(=O)NCCc2c[nH]c3ccccc23)cc1S(=O)(=O)N1CCOCC1	-1	-2	8	-7	7	85	2	-3.2	/	76
COC(=O)c1ccc[n+](CC(=O)c2ccc(Br)cc2)c1	-7	6	-2	-5	2	101	0	-2.5	26	101
CCOc1ccc(NC(=O)CSc2nnc(C34CC5CC(CC(C5)C3)C4)n2C)cc1	0	7	-8	-9	0	83	12	-0.2	5	85
O=C(Nc1cc(Cl)cc(Cl)c1)c1cnn2cccnc12	-2	-2	0	-36	8	87	-15	-4.4	11	86
COc1ccc(CC(=O)NC2CCN(Cc3nnnn3C(C)(C)C)CC2)cc1OC	-1	-2	-3	-8	4	103	36	-1.1	10	92
Cn1c(=O)[nH]c(=O)c2c1nc(N1CCOCC1)n2CCCSc1ncccn1	/	0	-2	8	17	94	2	-2.8	10	94
Cc1ccc(CSCCNC(=O)/C=C/c2ccc(Cl)cc2)cc1	-2	0	4	-6	30	82	-42	-3.6	11	85
COc1ccc(OC)c(NC(=O)C2CCCN2C(=O)C2CCC(C)CC2)c1 (configuration not stated)	0	5	3	-11	18	88	-56	-1.9	/	106
Cc1[nH]oc(=O)c1N=Nc1ccccc1	-5	0	1	32*	8	88	22	0.3	/	96
O=C(COC(=O)Cc1cccc(C(F)(F)F)c1)Nc1ccccc1	-3	3	2	-7	10	94	-12	1.5	20	99
COc1ccc(-c2[nH]nc3c2C(c2ccsc2)C(C#N)=C(N)O3)cc1 (configuration not stated)	/	1	-7	-11	4	96	0	-0.6	/	94
CCOc1ccc(/C=C2\SC(=O)N(CCNC(=O)C3COc4ccccc4O3)C2=O)cc1OC (configuration not stated)	6	6	12	10	10	52	-38	-2.1	1	49
O=C(Cn1cc([N+](=O)[O-])cn1)Nc1ccn(Cc2c(F)c(F)cc(F)c2F)n1	/	2	-4	-8	2	100	6	0.6	-26	105&91
COc1ccc(N2CCN(c3ncccc3C#N)CC2)cc1	-9	3	12	-8	/	95	-18	-1.3	/	90
CSc1ccccc1-c1nnc(-c2ccc(Cl)cc2Cl)o1	-1	5	-17	-13	15	99	-35	1.3	-23	91
Cc1ccc(NC(=O)C(SCC(=O)O)c2ccccc2)cc1C (configuration not stated)	-1	0	3	-7	9	96	-45	0.5	43	104
Cc1cc(C)c(NC(=O)C2CCCN2CCOC(=O)c2cccc([N+](=O)[O-])c2)c(C)c1 (configuration not stated)	-2	6	-1	-1	3	95	-6	-2.6	/	88
CC1CCCN(C(=O)CSc2nnc(-c3c[nH]c4ccccc34)o2)C1 (configuration not stated)	0	23*	-1	-19	16	85	-33	0.2	-8	86
FC(F)(F)c1cccc(NC(=S)NCc2ccccc2)c1	0	1	3	-15	13	14	-15	-2.4	-42	29
C=CCn1c(NCc2ccc3c(c2)OCO3)nc2ccccc21	0	4	8	-26	2	85	0	-2.6	-3	80
CCOC(=O)c1c(N)sc2c1C1CCN2CC1	-1	2	-2	-14	4	96	-18	0.6	/	86
O=C(N/N=C/c1cccc(Oc2ccc([N+](=O)[O-])cc2[N+](=O)[O-])c1)c1cncc(Br)c1	-4	0	8	-16	15	17	-16	-5.7	2	13
CC1CC(=O)N(Cc2ccccc2)c2ccccc2N1C=O (configuration not stated)	5	5	6	-6	13	96	-82	0.0	-12	98
COc1ccc(CNc2nc(NCc3ccc(OC)cc3)n(C(=O)c3ccccc3[N+](=O)[O-])n2)cc1	/	3	-4	-22	7	85	-19	5.4*	-3	74
COc1ccc(OC)c(C2=NOC(C(=O)Nc3ccccc3SC)C2)c1 (configuration not stated)	-1	7	3	-2	25	90	-26	-2.4	3	86
Cc1ccc(NCc2nnc(SCC(=O)N3CCc4ccccc43)n2C)cc1	0	1	-6	-4	5	92	-2	-1.3	0	95
Cc1ccsc1C(=O)N/N=C/c1ccc([N+](=O)[O-])cc1	6	2	15	-1	12	100	-41	0.8	/	99
Cc1cccc(NS(=O)(=O)c2c(C)n[nH]c2C)c1	/	-1	-6	-28	3	96	-53	-1.1	/	84
Cc1ccc(C)c(S(=O)(=O)N2CCCOC2CNC(=O)C(=O)NCCCn2ccnc2)c1 (configuration not stated)	0	6	-4	-1	11	91	-33	0.9	/	91
CCOc1ccc(NC2=NC(C(=O)NCc3ccccc3)CC(=O)N2)cc1 (configuration not stated)	-1	-1	18	-2	26	105	2	0.9	-58	99
Cc1ccc2c(c1)cc1c(=O)[nH]ncn12	/	2	-6	-23	13	91	2	-2.5	-24	90
Cc1scc(C(=O)N/N=C/c2ccco2)c1C	/	3	-2	/	7	101	-9	-1.2	-18	93
CCOC(=O)c1c(C)oc2c1c(C(c1ccccc1)N1CCOCC1)c(O)c1ccccc12 (configuration not stated)	0	3	5	24	21	12	-23	-2.5	4	29
C=CCn1c(-c2ccc(S(=O)(=O)N3CCOCC3)cc2)csc1=Nc1ccccc1	/	2	3	-27	13	75	-15	-1.3	-20	79
COCCNC(C)C(=O)C12CC3CC(CC(C3)C1)C2 (configuration not stated)	1	1	-7	-4	17	106	17	1.6	-26	101
S=C(NC1CCCCC1)N1CCc2ccccc2C1	-3	6	5	-1	8	36	-15	-2.3	/	54
O=C(N/N=C/c1cc(Br)c(Br)o1)C(O)c1ccccc1 (configuration not stated)	-5	4	12	-2	24	98	-25	-0.4	/	103
O=C(O)c1ccc(S(=O)(=O)c2ccc3c(c2)C(=O)N(CC2CCCO2)C3=O)cc1 (configuration not stated)	0	2	-6	-7	3	97	-34	-0.8	/	108
COc1ccc(Cn2c(N)c(C#N)c3nc4ccccc4nc32)cc1	1	10	-9	-7	4	95	-69	-0.3	/	87
C=CCC1(O)CC(c2ccco2)NC(c2ccco2)C1CCC (configuration not stated)	-1	7	-10	-11	7	71	-9	-3.5	5	77
O=C(NCc1cccnc1)c1cc(Sc2ccc(F)cc2F)nc2ccccc12	-8	9	-4	0	4	23	-25	-3.4	/	28
CCCC(=O)NC(C)c1nc2ccccc2n1CC (configuration not stated)	-2	2	-4	-3	7	92	7	-0.8	-18	89
CC(C)c1ccc(-c2nn(-c3ccccc3)cc2C2C(C#N)=C(N)OC3=C2C(=O)CC(C)(C)C3)cc1 (configuration not stated)	/	2	9	4	10	40	-15	-2.0	6	27
CCOc1ccccc1NC(=O)Nc1c(C)n(-c2ccccc2)c(=O)n1C	/	1	11	-10	21	95	-45	-0.8	-9	101
COc1ccc(C(c2nnnn2Cc2ccc(F)cc2)N2CCN(c3ccccc3)CC2)cc1 (configuration not stated)	0	11	11	-8	14	71	-18	-0.9	-15	61
CCOC(=O)c1ccc(N2CC(O)=C(c3nc4ccccc4c(=O)[nH]3)C2=N)cc1	-1	3	-1	-19	3	90	-22	-0.6	-24	82
COc1ccc(N2CC(C(=O)OCC(=O)c3cccc(OC)c3)CC2=O)cc1 (configuration not stated)	/	5	6	-14	10	94	-18	1.1	/	116
Cc1ccnc(NC(=O)CSc2cc(=O)n(C)c3ccccc23)c1	-1	2	6	-3	4	84	-35	-1.3	10	80
CCOc1cc2c3c(c1)C1(OCCO1)C(=O)N3C(C)(C)CC2C (configuration not stated)	0	2	3	0	3	95	-33	-0.9	-9	97
O=c1c2ccccc2nc2n1C(CSCc1ccc(Cl)cc1Cl)CS2 (configuration not stated)	0	7	-4	-3	16	54	-13	-2.9	/	40
CC(C)c1cc(C(=O)N2CCN(C(c3ccccc3)c3ccccc3)CC2)no1	-4	5	-4	10	5	93	-53	0.6	13	97
Cc1ccc(S(=O)(=O)N(C)Cc2ccc(C(=O)N/N=C/c3ccc(OC(F)F)cc3OC(F)F)cc2)cc1	-11	1	4	1	4	36	-32	1.3	16	44
O=C(Nc1ccc(Br)cc1)c1cccc(S(=O)(=O)Nc2cnc3ccccc3c2)c1	-7	1	7	4	6	83	-21	2.4	2	86

Next part.
structure	Phagocytosis inh	NPY Y2 blocker	GALR2 antag	Yeast life ext	Measles CPE	HCT116 bCat-KO	BB579 growth dn	MRP1 act	E-sel TNF inh	HCT116 PTEN-null
Cc1ccc(/C=C2\C(=O)Nc3ccccc32)o1	3	1	1	-7	4	9	60*	-5.1	2	5
CC(C)N=C(NC#N)SCc1ccccc1F	-1	-4	8	-4	9	102	2	-1.4	13	95
N#C/C(=C\c1ccc(-c2ccccc2)o1)C(=O)Nn1cnnc1	/	0	0	-12	9	106	2	-2.6	8	94
Cc1nc2c(C)cccn2c1/C(O)=C1\C(=O)C(=O)N(CCN2CCOCC2)C1c1cccs1 (configuration not stated)	/	0	0	-17	7	95	9	-0.3	-25	100
COc1ccc(NC(=O)C(NC(C)=O)C(=O)NCc2ccc(F)cc2)cc1 (configuration not stated)	/	-1	1	-7	2	86	-6	-1.2	12	99
CCc1ccc(NC(=S)N2CCN(c3cccc(C(F)(F)F)c3)CC2)cc1	/	4	-3	18	2	93	-51	3.2	-11	87
O=C(c1cc(-c2cccc(O)c2)on1)N1CCCCC1	0	6	13	-9	7	94	-34	1.9	-28	96
CC(=O)CSc1nc(C(F)(F)F)cc(=O)n1-c1ccccc1	-1	0	-9	-4	2	100	-7	-2.7	/	86
Cc1ccc(-c2nn(-c3ccccc3)cc2CN(Cc2ccccc2)C(=O)c2ccco2)o1	-2	14	12	-10	12	21	-32	-1.2	-19	27
COc1cc(-c2nnc3sc(Cc4ccccc4)nn23)cc(OC)c1OC	3	1	-11	3	3	73	-21	-3.8	-9	65
